# IL1B secr inh: inhibitors of inflammasome signaling (IL-1 beta secretion). THP-1 LPS/ATP IL-1B secretion, AlphaLISA, 16 h; hits give low values. activity change, % at 57.5 µM. 4.7% of 360,000 active. AID 743279; in the data active = activity change below about -50%; inconclusive = mostly about -30% to -49%; also: % is scaled to controls: 0 for no effect and ±100 for the full control effect
#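 Secreted IL-1B measured by AlphaLISA bead assay after 16 h compound exposure of THP-1 cells; compounds (final up to 57.5 uM) added 1 h before LPS (250 ng/mL) and ATP (1.25 mM) stimulation; lower signal means less secretion.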
# ATXN2 expr inh: inhibitors of ATXN2 expression; HEK-293 ATXN2-luciferase reporter, luminescence, 24 h; Potency, µM (highest dose often 57 µM), inactives show at the highest dose activity change, negative = inhibition, usual class: inhibitors; 0.72% of 360,000 active; AID 1745845; also: potency is read from the fitted curve at half-maximal effect; % is scaled to controls: 0 for no effect and ±100 for the full control effect; nearly all actives have a fitted effect of over 55% in size
#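 qHTS (up to 57 uM final) was run with 24 h compound exposure of reporter cells at 37 °C. Each well was multiplexed: SteadyGlo luminescence measured ATXN2-luciferase expression after a fluorogenic Gly-Phe-AFC viability readout (25 uM final).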
# SW480 rereplic: induces DNA re-replication in SW480 colon adenocarcinoma cells. SW480 DNA re-replication, Hoechst DNA content imaging, 48 h. Potency, µM (doses to about 46.1 µM), inactives show at the highest dose re-replication activation, actives largely listed as activators. AID 624297. 1.8% of 340,000 active; also: potency is read from the fitted curve at half-maximal effect; % of control where 0% means no effect; nearly all actives have a fitted effect of over 55% in size
#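 Cells (250 per well) received 23 nL compound or DMSO by pin tool and were kept 48 hr at 37 C, 5% CO2. Nuclei were then stained with Hoechst for 40 min and scanned for DNA content.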
# HT1080NT lethal: kills 2HG-producing HT-1080-NT fibrosarcoma cells. HT-1080-NT fibrosarcoma viability, CellTiter-Glo ATP luminescence, 48 h. Potency, µM (titrated, usually from 46.1 µM), for inactives: at the top dose activity, negative = less viability, usual class: cytotoxic. 1.6% of 360,000 active;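 also: NT is the 2HG producing partner of a matched IDH1 knockdown line; potency is read from the fitted curve at half-maximal effect; 0% = DMSO-treated cells and -100% = media-only wells without cells; nearly all actives have a fitted effect of over 55% in size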
#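 HT-1080-NT; 750 cells/well; 5% FBS RPMI; 48 h compound, 37 degrees C; CellTiter-Glo luminescence; curve fitting and curve-class assignment.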
# MCF10A rereplic: DNA re-replication induction in MCF 10a cells | MCF 10A DNA re-replication, Hoechst nuclear intensity, 48 h | Potency, µM (titrated, usually from 46.1 µM), for inactives: top-dose activity, positive = re-replication, most hits filed as activators | 2.9% of 350,000 active | AID 624296; also: potency is read from the fitted curve at half-maximal effect; % of control where 0% means no effect; nearly all actives have a fitted effect of over 50% in size
# KB-V1 MDR tox: kills drug-selected multidrug resistant KB-V1 cells; KB-V1 MDR cells viability, CellTiter-Glo, 72 h; Potency, µM (top dose mostly 46.1 µM), for inactives: at the top dose activity change, negative = cytotoxicity, usual class: cytotoxic; 3.4% of 400,000 active; AID 1347076; also: potency is read from the fitted curve at half-maximal effect; % is scaled to controls: 0 for no effect and ±100 for the full control effect; nearly all actives have a fitted effect of over 60% in size
#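 Luminescent ATP read-out (CellTiter-Glo, 10 min) measures survival of drug-selected KB-V1 MDR cells after 72 h, 37 degrees C compound exposure. Medium: phenol-red-free DMEM, 10% FBS. Values from fitted concentration-response curves.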
# WRN inhibitor: inhibitors of human WRN helicase | Q14191 | WRN helicase unwinding, fluorescent forked duplex, kinetic | Potency, µM (series often up to 114 µM), for the others: at the top dose activity change, negative = inhibition, most hits filed as inhibitors | 0.46% of 360,000 active; also: potency is read from the fitted curve at half-maximal effect; % is scaled to controls: 0 for no effect and ±100 for the full control effect; nearly all actives have a fitted effect of over 55% in size
#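 Enzyme (20 nM final) and test compound sit together 15 min at room temperature before substrate addition. Substrate is a single-forked duplex oligonucleotide (100 nM) labelled with fluorophore and quencher, with 2 mM ATP; helicase unwinding raises red fluorescence, read kinetically.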
# KB-3-1 cytotox: kills parental KB-3-1 adenocarcinoma cells | KB-3-1 viability, CellTiter-Glo ATP luminescence, 72 h | Potency, µM (titrated, usually from 46.1 µM), without a hit: at the highest dose activity change, negative = cytotoxic, most hits filed as cytotoxic | 1.4% of 400,000 active; also: potency is read from the fitted curve at half-maximal effect; % is scaled to controls: 0 for no effect and ±100 for the full control effect; nearly all actives have a fitted effect of over 60% in size
#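 Cytotoxicity measured as CellTiter-Glo luminescence after 72 h at 37 C. Compound titrations were pinned onto drug-naive KB-3-1 parental adenocarcinoma cells grown in DMEM with 10% FBS, and normalized data fitted to concentration-response curves.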
# HT1080 IDH1KD tx: kills HT-1080 cells with IDH1 knockdown; HT-1080 IDH1 knockdown viability, ATP luminescence, 48 h; Potency, µM (series often up to 46.1 µM), for inactives: at the highest dose activity, negative = toxicity, hits mostly cytotoxic; 2% of 360,000 active; AID 686971;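 also: potency is read from the fitted curve at half-maximal effect; 0% = DMSO wells and -100% = cell-free medium wells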
#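 Assay cells: HT-1080 with IDH1 knockdown, 750 per well, RPMI/5% FBS. Exposure: 48 h at 37 °C following 2 h pre-incubation. Read: CellTiter-Glo luminescence; fitted concentration-response, curve class assigned.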
# An asterisk follows results filed as active; i = inactive; ? = inconclusive; . = no result given; & = joins results of further samples; ! = repeats disagree; [ ] = remark or other dose. Unless noted, calls follow the shape of the dose curve; as a rule, active = well fitted curve in the direction sought with a large enough effect; inconclusive = small, poorly fitted or top-dose-only effect, or another doubt; inactive = no such curve, though single readings can be large; an effect the other way counts as inactive or inconclusive. A portion of the library. The share of hits here may be higher or lower than overall.
No.	canonical_smiles	MCF10A rereplic	KB-3-1 cytotox	WRN inhibitor	ATXN2 expr inh	HT1080NT lethal	IL1B secr inh	SW480 rereplic	HT1080 IDH1KD tx	KB-V1 MDR tox
1	Cc1cccc2nc(-c3ccccc3)c(-c3ccc(CN4CCC(n5c(=O)[nH]c6ccccc65)CC4)cc3)nc12	.	?	-4%	-38%	?	-51*	.	?	?
2	CCOc1ccc(-n2c(O)c(C=Nc3ccc(N4CCOCC4)cc3)c(=O)[nH]c2=O)cc1	-31%[inhibitor]	2%	4%	10%	23%	2	-4%	17%	3%
3	O=C(NCCO)c1nsnc1NCCCl	5%[9.22 µM]	13%	-6%	-7%	0%	47	1%	-1%	6%
4	COc1ccccc1OCCCn1cc(C(=O)C2CC2)c2ccccc21	?	?	-7%	9%	-19%	12	-1%	-21%	?
5	CCN1CC2C3CCC(C)(O3)C2C1 (stereo unspecified)	-1%	8%	5%	0%	15%	-17	-3%	13%	-5%
6	Cc1cccc(OC(=O)N2CCOCC2)c1	5%	-5%	2%	-5%	3%	6	0%	2%	?
7	Cc1cccc(OCC(=O)N2CCN(Cc3cccnc3)CC2)c1	-1%	23%	-17%	-13%	-7%	-13	-1%	-6%	-14%
8	Fc1ccc([C@@H]2CCNC[C@H]2COc2ccc3c(c2)OCO3)cc1	?	?	-3%&-1%&-8%	32µM*!	16µM*	-59*	?	16µM*	23µM*!
9	CCN(CC)CCNC(=O)c1nn(-c2ccc(C)cc2)c(=O)c2c1c1ccccc1n2C	?	-5%	1%[57.1 µM]	-14%	1%	-4	?	-18%	-30%
10	Nc1ncnc2c1ncn2[C@@H]1O[C@H](COP(=O)(O)OP(=O)(O)OP(=O)(O)O)[C@@H](O)[C@H]1O	12%&-2%	0%	8%	19%	?	1	-34%&3%[inhibitor]	?	1%
11	O=C1CCCCC1	6%	0%	12%	1%	26%	-25	-40%[inhibitor]	5%	3%
12	CC1CCC2(CC1)NC(=O)N(NC(=O)CCl)C2=O (stereo unspecified)	8%	-1%	-19%	-2%[11.3 µM]	-1%	-6	0%	16%	3%
13	O=c1[nH]c(=S)n(Cc2ccc(F)cc2)c(O)c1C=NCc1ccc2c(c1)OCO2	10%	7%	1%	-2%	0%	17	-4%	8%	26%
14	COC(=O)C1=C(c2c(C)noc2C)C[C@@H]2CC[C@H]1N2C(=O)NCc1ccc(C(F)(F)F)cc1	7%	0%	7%	-9%	-2%	18	10%	-6%	-27%
15	Fc1ccccc1CCNCc1cccc(Cl)c1Cl	-5%	1%	449%[activator]	11%	-2%	-6	-3%	-20%	4%

# The final 7 compounds of the part above come first, to join the parts.
No.	canonical_smiles	MCF10A rereplic	KB-3-1 cytotox	WRN inhibitor	ATXN2 expr inh	HT1080NT lethal	IL1B secr inh	SW480 rereplic	HT1080 IDH1KD tx	KB-V1 MDR tox
9	CCN(CC)CCNC(=O)c1nn(-c2ccc(C)cc2)c(=O)c2c1c1ccccc1n2C	?	-5%	1%[57.1 µM]	-14%	1%	-4	?	-18%	-30%
10	Nc1ncnc2c1ncn2[C@@H]1O[C@H](COP(=O)(O)OP(=O)(O)OP(=O)(O)O)[C@@H](O)[C@H]1O	12%&-2%	0%	8%	19%	?	1	-34%&3%[inhibitor]	?	1%
11	O=C1CCCCC1	6%	0%	12%	1%	26%	-25	-40%[inhibitor]	5%	3%
12	CC1CCC2(CC1)NC(=O)N(NC(=O)CCl)C2=O (stereo unspecified)	8%	-1%	-19%	-2%[11.3 µM]	-1%	-6	0%	16%	3%
13	O=c1[nH]c(=S)n(Cc2ccc(F)cc2)c(O)c1C=NCc1ccc2c(c1)OCO2	10%	7%	1%	-2%	0%	17	-4%	8%	26%
14	COC(=O)C1=C(c2c(C)noc2C)C[C@@H]2CC[C@H]1N2C(=O)NCc1ccc(C(F)(F)F)cc1	7%	0%	7%	-9%	-2%	18	10%	-6%	-27%
15	Fc1ccccc1CCNCc1cccc(Cl)c1Cl	-5%	1%	449%[activator]	11%	-2%	-6	-3%	-20%	4%
16	CCC(=Nc1ccc(OC)cc1OC)c1c(O)n(C)c(=O)n(C)c1=O	-20%	?	5%	-14%	-18%	-8	-5%[9.22 µM]	?	?
17	O=C(NP(=O)(N1CC1)N1CC1)c1cc(I)ccc1I	?	-12%	-11%	-7%	-1%	24	14%	-6%	-4%
18	Cc1ccc(OP(=O)(NC(C)c2ccccc2)Oc2ccc(C)cc2)cc1 (stereo unspecified)	5%	?	-9%	-21%	-20%	-15	?	?	?
19	Cc1nn(Cc2ccccc2)c(C)c1C=C1C(=O)NC(=S)NC1=O	?	?	?	-19%	-2%	?	-2%	8%	-22%
20	COC(=O)C1=C(c2ccc(F)cc2OCc2ccccc2)C[C@@H]2CC[C@H]1N2C(=O)NCc1ccccc1Cl	?	-27%	1%	-20%	-3%	0	?	-15%	-24%
21	CCOC(=O)C1CCN(Cc2ccc(Cl)nc2)CC1	8%	7%	3%	-20%	10%	43	-6%	11%	-1%
22	CC1(CCl)CN1S(=O)(=O)c1ccccc1 (stereo unspecified)	21%	0%	-5%	7%	-19%	-28	?	?	5%
23	CCSC1=NN1c1cc(C)nc(N)n1	-5%	-11%	2%	3%	3%	?	4%	-9%	-4%
24	COc1cc(/C=C/c2nc3ccccc3c(=O)n2-c2ccccc2O)ccc1O	?	?	-11%	75%[activator]	?	-66*	12%	?	?
25	O=C(c1cccs1)N1CCC(C(=O)O)(c2ccccc2)CC1	.	-5%	-1%	.	5%	29	.	8%	11%
26	O=C(O)CCCc1ccc(N(CCCl)CCCl)cc1	?	0%	3%	?	-7%&0%	-1	?	1%&18%	4%
27	COc1ccc(Br)cc1CN1CCN(CCO)CC1	?	-1%	1%	-4%	8%	-16	-4%	7%	-23%
28	c1ccc(-c2ccc3c(c2)CNCc2cnnn2-3)cc1	.	-2%	1%	7%	17%	2	.	8%	?
29	O=C(NC[P+](=O)O)OCc1ccccc1	2%	-1%	-4%	-2%	7%	5	0%	17%	9%
30	CNc1ccc2oc(C[C@H]3O[C@@]4(CC[C@H]3C)O[C@H]([C@H](C)C(=O)c3ccc[nH]3)[C@H](C)C[C@H]4C)nc2c1C(=O)O	4.6µM*	4.1µM*	-12%[11.6 µM]	8.9µM*	1.5µM*	39	?	2.1µM*	3.7µM*
31	N#Cc1ccc(Cn2cc(C=O)c3ccccc32)cc1	26%	-66%	8%	?	-4%	-1	0%	-4%	9%
32	CC1CCCCN1C(=O)Cn1cc(C=C2C(=O)N(C)C(=O)N(C)C2=O)c2ccccc21 (stereo unspecified)	4%	.	-29%	-15%	1%	19	-5%	-8%	.
33	CC1(C(O)(C#CCN2CCCCC2)c2ccccc2)CCCC1 (stereo unspecified)	12%	?	1%	-19%	-20%	-15	-3%	-8%	-4%
34	Cc1cc(C(C#N)c2ccc(Cl)cc2)c(Cl)cc1NC(=O)c1cc(I)cc(I)c1O (stereo unspecified)	?	-17%	-28%	?	?	2	?	?	0%
35	CN1C2CCC1/C(=C/c1ccccn1)C(=O)/C2=C\c1ccccn1	?	0.92µM*	-1%	?	1.2µM*	-101*	?	0.82µM*	?
36	C[C@H]1COC(=O)[C@@H](Cc2ccc(F)cc2)CC/C=C/C[C@@H](CC(=O)N(CCO)Cc2ccccc2)C(=O)N1	1%	11%	-28%	-14%	-14%	4	-11%	4%	?
37	CN(C)c1ccc(/C=C/C=C2/C(=O)NC(=O)N(c3ccccc3)C2=O)cc1	?	-18%	18µM*	?	4.6µM*	-107*	?	6.5µM*	?
38	Clc1ccc2[nH]c3c(c2c1)CCNC3	?	?	2%	?	-11%	0	2%	-20%	?
39	COC(=O)C1=C(c2ccc(F)cc2OCc2ccccc2)C[C@@H]2CC[C@H]1N2C(=O)NCc1ccc(N(C)C)cc1	22%	?	-2%	-27%	-18%	?	?	-2%	-16%
40	CCCCN1C(=O)C(C2c3ccccc3C(=O)N2Cc2ccccc2)C(=O)NC1=S (stereo unspecified)	6%	-4%	-12%	-7%	-5%	1	2%	-3%	15%
41	CN1CCc2nc(N)c(C#N)c(-c3ccccc3)c2C1	0%	-3%	-1%	-3%	9%	30	-13%	9%	-4%
42	CCCCNC(=O)Nc1ccc(C(O)(C(=O)OCC)C(F)(F)F)cc1 (stereo unspecified)	7%	-1%	-5%	3%	-4%	17	-5%	9%	13%
43	COc1ccccc1CN1CCN(C(=O)COc2cccc(C)c2)CC1	?	-22%	-16%	-28%	0%	-6	7%	-2%	-19%
44	O=Cc1cn(Cc2cccc([N+](=O)[O-])c2)c2ccccc12	?	?	9%	0.45µM*	-16%	i	-2%	-4%	?
45	Cc1ccc(S(=O)(=O)N2CN3CCN(C3)C2)cc1	-2%	13%	12%	3%	-5%	0	1%	-9%	1%
46	C=CCc1cc(C=C2C(=O)N(C)C(=O)N(C)C2=O)cc(OCC)c1OCc1ccccc1	?	?	45µM*	-6%	?	-11	4%	?	16µM*
47	CN(CCS(=O)(=O)c1ccc(Cl)cc1)Cc1cccnc1	21µM*	-14%	-2%	14%	5%	?	?	-21%	16%
48	CC1=NN(c2ccccc2)C(=O)/C1=C/c1c(O)[nH]c(=S)[nH]c1=O	2%	0%	?	-11%	1%	5	-7%	1%	?

# Screens: PubChem BioAssay, National Center for Advancing Translational Sciences (NCATS)
